Bioassay records as filed in PubChem BioAssay.
PKM2 act: qHTS Assay for Activators of Human Muscle isoform 2 Pyruvate Kinase. Pyruvate kinase PKM (Homo sapiens), P14618. purified PKM2, Kinase-Glo ATP luminescence, activation; response scale: 0% is enzyme alone, no compound. Potency, µM (series often up to 57.5 µM), without a hit: at the top dose activation, actives largely listed as activators. 260,000 tested, 0.34% active; note: potency is the fitted concentration of half-maximal effect; % is set by controls: 0 for no effect and ±100 for the full control effect; nearly all actives have a fitted effect of over 55% in size
Target sequence (P14618 whole entry, looked up, canonical isoform): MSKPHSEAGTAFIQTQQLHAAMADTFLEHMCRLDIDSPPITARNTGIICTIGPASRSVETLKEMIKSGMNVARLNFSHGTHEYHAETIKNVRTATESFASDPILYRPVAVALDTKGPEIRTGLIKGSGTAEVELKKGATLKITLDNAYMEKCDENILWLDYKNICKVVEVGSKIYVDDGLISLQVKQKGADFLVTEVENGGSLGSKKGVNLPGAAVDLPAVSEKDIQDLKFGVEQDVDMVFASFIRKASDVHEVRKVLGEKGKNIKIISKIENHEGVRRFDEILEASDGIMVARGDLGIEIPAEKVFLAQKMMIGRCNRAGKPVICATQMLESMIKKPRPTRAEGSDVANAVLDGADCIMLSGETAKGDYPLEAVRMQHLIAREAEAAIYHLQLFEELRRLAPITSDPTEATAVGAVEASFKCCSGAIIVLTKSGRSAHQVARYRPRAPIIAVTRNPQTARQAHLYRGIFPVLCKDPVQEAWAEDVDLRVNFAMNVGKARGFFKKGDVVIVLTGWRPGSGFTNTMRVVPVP
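Purified hPK-M2 (>95%) run at intermediate activity with 0.1 mM ADP and 0.5 mM PEP in 50 mM imidazole pH 7.2, KCl, MgCl2; 1 h room temperature. ATP formed read by Kinase-Glo luminescence; normalized to uninhibited and no-enzyme controls.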
FBPA coupling cs: qHTS Assay for Inhibitors of Fructose-1,6-bisphosphate Aldolase from Giardia Lamblia: Coupling assay counterscreen | coupling enzyme system counterscreen, AmpLite Red fluorescence | activity change, negative = inhibition, % at 58.2 µM, hits read low | 290,000 tested, 0.67% active | AID 2472, 2010; in the data active = activity change below about -30%; note: % is set by controls: 0 for no effect and ±100 for the full control effect
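Counterscreen lacking aldolase: glyceraldehyde-3-phosphate coupling-enzyme reagent preincubated 10 min at RT with compound (at 57.5 uM final), then substrate/coupling system with AmpLite Red added; fluorescence read at 525/598 nm after 20 min RT.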
Menin-MLL TR inh: qHTS Assay for Inhibitors Targeting the Menin-MLL Interaction in MLL Related Leukemias: Competition With Texas Red Labeled MLL-derived Mutant Peptide | O00255 | 270,000 tested, 0.23% active | Menin + Texas Red MLL mutant peptide, fluorescence polarization | Potency, µM (top dose mostly 61.6 µM), for the others: at the highest dose FP activity change, negative = inhibition, actives largely listed as inhibitors | AID 1768, 2009; active = well fitted inhibition curve with a large enough effect in the polarisation, with a control signal flat, not every such curve was filed as active; inconclusive = small, poorly fitted or top-dose-only effect, or effect the other way, or a change in a side signal; inactive = no such curve, though single readings can be large or run the other way; the % refers to the polarisation; note: potency is the fitted concentration of half-maximal effect; % of control where 0% means no effect; many of its hits are not listed in these tables
Giardia killer: Small Molecules that selectively kill Giardia lamblia: qHTS; Giardia lamblia trophozoite viability; activity change, % at 7.66 µM, hits read low; 340,000 tested, 0.15% active; AID 540267, 2011; in the data active = activity change below about -80%; inconclusive = between about -30% and that limit;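 note: parasites exposed to compound for two days anaerobically before the ATP read; % is set by controls: 0 for no effect and ±100 for the full control effect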
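Each well holds 100 Giardia trophozoites and compound. After two days (48 hrs) at 37 deg C in anaerobic conditions, ATP is quantified by luminescence.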
GALK inhibitor: qHTS Assay for Inhibitors of Human Galactokinase (GALK) | Potency, µM (series often up to 57.5 µM), for the others: at the highest dose activity change, negative = inhibition, usual class: inhibitors | AID 1868, 2009 | Purified GALK, Kinase-Glo residual ATP luminescence | P51570 | 270,000 tested, 0.007% active; note: potency is the fitted concentration of half-maximal effect; % is set by controls: 0 for no effect and ±100 for the full control effect
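The enzyme phosphorylates galactose (100 uM) using ATP (35 uM); inhibition is detected as higher residual ATP, quantified by bioluminescence after 1 h reaction at room temperature, pH 8.0.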
USP2a block: qHTS Assay for Inhibitors of Ubiquitin-specific Protease USP2a Using CHOP2 as the Reporter; USP2 core, Ub-CHOP2 coupled fluorogenic reporter, 485/531; Potency, µM (highest dose often 38.3 µM), for inactives: at the highest dose activity change, negative = inhibition, hits mostly inhibitors; 330,000 tested, 0.01% active; AID 463254, 2010;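 note: potency is the fitted concentration of half-maximal effect; plate controls were DMSO wells for no effect and full inhibition by NEM control for full effect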
Target sequence (O75604 whole entry, looked up): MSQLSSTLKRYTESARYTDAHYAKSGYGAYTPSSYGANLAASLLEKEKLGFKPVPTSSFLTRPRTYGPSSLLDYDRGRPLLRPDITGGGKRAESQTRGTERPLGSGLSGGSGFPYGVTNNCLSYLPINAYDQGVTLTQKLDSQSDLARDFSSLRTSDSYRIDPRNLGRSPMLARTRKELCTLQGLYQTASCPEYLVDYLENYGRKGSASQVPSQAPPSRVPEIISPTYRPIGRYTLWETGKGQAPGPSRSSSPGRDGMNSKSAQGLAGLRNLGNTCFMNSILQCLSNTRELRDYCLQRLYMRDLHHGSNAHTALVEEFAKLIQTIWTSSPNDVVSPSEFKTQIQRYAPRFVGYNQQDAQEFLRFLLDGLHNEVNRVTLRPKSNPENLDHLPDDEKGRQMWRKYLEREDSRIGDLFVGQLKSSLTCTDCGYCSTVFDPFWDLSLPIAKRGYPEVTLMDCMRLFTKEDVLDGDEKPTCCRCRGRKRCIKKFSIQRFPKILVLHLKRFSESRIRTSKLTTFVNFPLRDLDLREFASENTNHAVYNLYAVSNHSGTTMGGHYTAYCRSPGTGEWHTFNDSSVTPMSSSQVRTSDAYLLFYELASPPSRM
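Cell-free coupled assay: 10nM USP2 core preincubated 30min RT with compound in Tris-HCl pH 8.0/CaCl2/CHAPS buffer, then 25nM Ub-CHOP2 and 25nM reporter substrate; fluorescence (Ex 485/Em 531) read after 60min RT, normalized to NEM inhibition, concentration-response curves fitted.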
KCNH2 WT inh: qHTS for Inhibitors of KCHN2 3.1: Wildtype qHTS | Voltage-gated inwardly rectifying potassium channel KCNH2 (Homo sapiens), Q12809 | U2OS, BacMam KCNH2, thallium flux FluxOr; active compounds read low | 340,000 tested, 0.37% active | activity change, % at 1.84 µM;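 active = maximum activity change below -70%; inconclusive = maximum activity change between -70% and -50%; inactive = maximum activity change above -50%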; note: % is set by controls: 0 for no effect and ±100 for the full control effect
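U2OS cells were transduced with wild-type KCNH2 virus (2.03 x 10^8 / mL) for 4 h at room temperature, then cultured overnight at 37 C. Thallium flux was read with FluxOr dye. Rate constants were normalized to DMSO controls.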
KCNH2 3.1 inh: qHTS for Inhibitors of KCHN2 3.1: Mutant qHTS. Potassium voltage-gated channel subfamily H member 2, brain isoform KCNH2 3.1 (human). activity change, % (tested at about 1.8 µM). 340,000 tested, 0.95% active. U2OS KCNH2 3.1, thallium flux FluxOr; active compounds read low;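 active = maximum activity change below -70%; inconclusive = maximum activity change from -70% to -50%; inactive = maximum activity change above -50%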;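 note: thallium influx rate constant from kinetic fluorescence after stimulation buffer; % is set by controls: 0 for no effect and ±100 for the full control effect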
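U2OS cells transduced with KCNH2 3.1 mutant virus (1.77 x 10^8 /mL, 4 h), plated overnight at 37 C, loaded 45 min with FluxOr dye plus Red40 quencher. Thallium flux rate constant from kinetic reads after stimulation buffer, normalised to controls.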
B2AR arrestin: qHTS assay of beta-arrestin-biased ligands of beta2-adrenergic receptor. Beta-2 adrenergic receptor (Homo sapiens), P07550. beta-arrestin recruitment to beta2AR, cell-based reporter. Potency, µM (top dose mostly 46.1 µM), without a hit: at the top dose activation, hits mostly activators. 330,000 tested, 0.02% active;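 note: potency is the fitted concentration of half-maximal effect; 0% = DMSO controls and full agonism = EC100 isoproterenol or metaproterenol; nearly all actives have a fitted effect of over 65% in size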
TRPV1 ag: HTS Assay for Compounds that Act as Agonists of the Vanilloid Receptor 1 | TRPV1-expressing cells, Fluo-8 calcium influx, agonist mode | AID 540275, 2011 | 320,000 tested, 0.19% active | activation, % at 8.33 µM; in the data active = activation above about 80%; inconclusive = between about 30% and that limit; note: 0% is about no effect
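Cells expressing TRPV1 were dye-loaded with Fluo-8 and read kinetically: 10 s baseline, 3 min after compound (agonist portion), then 2 min after EC20 capsaicin (allosteric enhancer portion). Calcium-bound dye fluorescence at 480/520 nm.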
CXXC DNA block: qHTS Fluorescence Polarization Assay for Inhibitors of MLL CXXC domain - DNA interaction. 290,000 tested, 0.037% active. Potency, µM (titrated, usually from 115 µM), without a hit: at the top dose activity change, negative = inhibition, most hits filed as inhibitors. Histone-lysine N-methyltransferase 2A (Homo sapiens), Q03164. MLL-CXXC / FITC-HOXA9 DNA fluorescence polarization. AID 2662, 2010; active = well fitted inhibition curve with a large enough effect in the polarisation, with a control signal flat, not every such curve was filed as active; inconclusive = small, poorly fitted or top-dose-only effect, or effect the other way, or a change in a side signal; inactive = no such curve, though single readings can be large or run the other way; the % refers to the polarisation; note: potency is the fitted concentration of half-maximal effect
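Fluorescence polarization: 7 uM MLL-CXXC (stock) preincubated 5 min with compounds, then 50 nM fluorescein-HOX-A9 DNA (stock) added; 30 min ambient. Buffer 50 mM Tris-HCl pH 7.5, 50 mM NaCl, 1 mM DTT, 0.05% BSA.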
Starred values were filed as active, the others as inactive; ? = inconclusive; . = not tested or not shown; [ ] = dose if it differs, or a comment. Unless noted, calls come from the whole dose curve; as a rule, active = well fitted curve in the direction sought with a large enough effect; inconclusive = small, poorly fitted or top-dose-only effect, or another doubt; inactive = no such curve, though single readings can be large; an effect the other way counts as inactive or inconclusive. These rows are one share of the data. The share of hits here may be higher or lower than overall.

SMILES	PKM2 act	FBPA coupling cs	Menin-MLL TR inh	Giardia killer	GALK inhibitor	USP2a block	KCNH2 WT inh	KCNH2 3.1 inh	B2AR arrestin	TRPV1 ag	CXXC DNA block
COc1ccccc1N1C(=O)C2C(c3ccccc3F)NN(C(=O)c3ccc(C)cc3)C2C1=O (stereo not given)	4%	-1	-2%	7	.	-1%	0	38	-1.5%	-18	13%
COc1ccccc1NS(=O)(=O)c1cccc(NC(=O)c2sc3ccccc3c2Cl)c1	-4%	-7	-8%	17	-1%	1%	-11	1	-0.8%	1	10%
CCCC(=O)NC(=S)Nc1cccc(NC(=O)c2ccccc2Cl)c1	-7%	-2	9%	-5	2%	-1%	-2	5	-0.8%	1	6%
COc1cc(OC)cc(C(=O)NCC(=O)OCC(=O)NC(C)(C)C)c1	-3%	0	-15%	7	1%	1%	3	21	0.1%	1	-4%
O=C(Nc1cc(C(F)(F)F)ccc1N1CCOCC1)c1ccncc1	.	.	.	15	.	11%	-6	-2	-0.5%	.	.
O=C(CSC1=NS(=O)(=O)c2cc(F)ccc2N1)Nc1cccc(F)c1	.	.	.	-5	.	1%	-1	3	0.2%	-2	.
COc1cc(OC)cc(C(=O)NC2CCSc3ccccc32)c1 (stereo not given)	-4%	.	.	39[activator]	-4%	-1%	12	26	-0.1%	0	-17%
COc1ccc(NC(C)=O)c2nc(C)c(C)nc12	-17%	-1	12%	1	2%	2%	11	-14	-0.5%	3	-3%
O=C(NCc1ccco1)Nc1ccccc1Cl	0%	-1	2%	7	0%	-2%	-7	23	-0.2%	-22	12%
O=[N+]([O-])c1cccc(-c2cn3ccccc3n2)c1	-7%	2	19%	-7	2%	4%	9	13	0.4%	7	3%
CC1=C(C(=O)OC(C)C)C(c2ccccc2)NC(=O)N1C (stereo not given)	1%	0	-20%	4	5%	-2%	2	4	-0.8%	16	0%
O=C(Nc1ccc(C(=O)O)cc1)/C(=C\c1ccccc1)NC(=O)c1ccco1	2%	-3	-27%	3	-2%	-1%	0	-9	-0.9%	-6	1%
CCc1cc(C(=O)c2ccc(OC)cc2)c(NC(=O)CN2CCCC2)s1	-16%	-1	.	0	2%	-10%	9	-30	-0.5%	0	-3%
CCCc1cc(=O)oc2cc(C)cc(OCC(=O)Nc3ccccn3)c12	.	3	-15%	13	-5%	4%	-8	14	-1.6%	2	13%
CC(=O)Nc1cccc(OCCCOc2ccc([N+](=O)[O-])cc2)c1	-4%	1	?	41[activator]	-1%	0%	6	-14	0.4%	12	3%
COc1ccccc1N1CCN(C(=O)CSc2nnc(C)n2C2CC2)CC1	.	.	.	7	.	3%	-4	4	0.1%	.	.
O=C(O)Cn1cnc2c(=S)nc[nH]c21	1%	-17	.	19	.	1%	-5	11	0.1%	-2	-15%
CN(C(=O)c1ccc2c(c1)C(=O)N(CCC1=CCCCC1)C2=O)C1CCCCC1	-2%	-9	-1%	-19	3%	-9%	-17	-15	0.1%	-2	3%
O=C(OCCNc1ncc(C(F)(F)F)cc1Cl)c1ccc(S(=O)(=O)N2CCOCC2)cc1	20µM*	-3	3%	13	3%	1%	1	-9	0.0%	?	1%
Cc1ccc(-c2csc3nc(CN(C)Cc4ccccc4)[nH]c(=O)c23)cc1	-5%	5	?	-1	-1%	-1%	-3	7	-0.6%	4	30%[activator]
COc1ccccc1N(C(=O)c1snc(C(N)=O)c1N)C(C(=O)NCc1ccccc1)c1ccc(C)o1 (stereo not given)	1%	-2	10%	10	0%	-2%	-8	3	0.4%	14	13%
Cc1cccnc1CC(C)NC(=O)c1cc(COc2cncc(Cl)c2)on1 (stereo not given)	.	.	.	-12	-6%	0%	-2	18	-0.4%	2	2%
COc1ccc(CC2(CO)CCN(S(=O)(=O)N(C)C)CC2)cc1	0%	3	-1%	-3	10%	0%	2	9	-0.9%	1	-7%
OC(CNCc1ccccc1)c1ccccc1 (stereo not given)	13%	4	.	-4	.	-1%	-22	6	0.2%	-3	2%
CC(=O)Oc1ccc2c(c1)cc(C)n2C	-2%	-2	-2%	7	0%	0%	3	3	-1.2%	-2	2%
CC(=O)OC[C@H]1O[C@@H](n2ccc(=O)[nH]c2=S)C(OC(C)=O)C1OC(C)=O (stereo not given in full)	-1%	-1	-8%	-2	-2%	2%	-1	-20	0.2%	-4	-2%
Cc1nc(NCc2ccc(S(N)(=O)=O)cc2)c2c(C)c(C)sc2n1	-2%	-1	-2%	4	-2%	3%	-3	0	0.0%	-5	4%
Cc1ccc(S(=O)(=O)N/N=C\c2ccc([N+](=O)[O-])o2)cc1C	9%	.	.	-4	-3%	2%	7	-18	0.2%	-1	-2%
CCOc1ccccc1NC(=O)CN(c1cc(C)cc(C)c1)S(=O)(=O)c1c(C)noc1C	-11%	0	-10%[11.7 µM]	-18	2%	6%	-9	-8	0.3%	.	-2%
CCn1c(SCc2ccc(Cl)cc2)nc2nc3c(cc2c1=O)CCCC3	-16%	4	-18%	?	-2%	1%	-1	10	-1.2%	-5	?
COc1ccccc1/C=C/C(=O)OCC(=O)NNC(=O)c1ccccc1	0%	3	0%	3	1%	-1%	-14	-8	3.4%	0	37%[activator]
CCOc1cccc2sc(N(CCN(C)C)C(=O)c3ccc4c(c3)OCCO4)nc12	-3%	.	.	14	-4%	0%	14	-2	-0.6%	6	-1%
CCC(C)C(=O)Nc1nc(C)c(-c2csc(Nc3cc(Cl)ccc3OC)n2)s1 (stereo not given)	-6%	1	?	-11	2%	0%	33	-21	-0.1%	6	-5%
CC1CCCCN1S(=O)(=O)c1ccc2c(c1)CCN2C(=O)C1CC1 (stereo not given)	.	.	.	-2	2%	3%	1	3	-0.2%	16	-11%
CC(=O)c1cccc(NC(=O)/C(=C\c2cccnc2)NC(=O)c2ccc(C)cc2)c1	3%	1	13%	1	0%	1%	7	12	0.1%	-2	4%
CCOC(=O)c1c(NC(=O)CSc2nc3ccccc3o2)sc(C)c1C	13%	0	-10%	14	-1%	-4%	9	-15	-0.1%	2	-2%
Cc1cc2nc(-c3ccc[nH]c3=O)[nH]c2cc1C	.	-2	12%	-94*	.	2%	5	0	0.0%	4	2%
CC(=O)Nc1ccc(S(=O)(=O)Nc2cccc(-c3nc4ccccc4o3)c2)cc1	-2%	-2	?	11	-4%	3%	2	-10	-0.1%	-3	-22%
COc1ccccc1NCC(=O)NNC(C)C(=O)Nc1cccc(Cl)c1 (stereo not given)	?	-14	12%	-11	14%	4%	-1	-18	-0.3%	0	-3%
COc1ccc(/C=N\Nc2ccc([N+](=O)[O-])cc2)c(C(=O)O)c1OC	1%	4	.	7	-1%	-10%	6	-3	-0.4%	.	4%
CCN(Cc1cnn(C)c1)C(=O)c1cc(COc2cc(C)c(Cl)c(C)c2)on1	.	-5	5%	13	3%	-7%	-2	-11	-0.1%	16	0%
CS(=O)(=O)N1CCN(c2ccccc2NC(=O)CSc2ccc(Cl)cc2)CC1	-2%	4	-1%	-10	1%	-2%	8	-14	-0.2%	4	-2%
O=C(Nc1ccc2c(c1)OCCO2)C1CC1c1ccccc1 (stereo not given)	-3%	0	12%	-6	0%	0%	0	-2	-0.6%	4	14%
Cc1cccc(NC(=O)c2nc(-c3ccccc3)n(-c3ccccc3)n2)c1C	-6%	2	.	-2	0%	0%	6	-14	-0.6%	19	-4%
CC1(C)CC(=O)C(C(=O)/C=C/c2ccco2)C(=O)C1	-11%	-4	18%	6	4%	1%	.	-5	0.0%	3	-1%
Cc1cc(C)cc(NC(=O)C2CCN(S(=O)(=O)c3ccc4c(c3)NC(=O)C(C)S4)CC2)c1 (stereo not given)	.	-3	14%	10	-1%	-6%	1	7	-0.6%	-2	11%
